Source: PubChem BioAssay
KOR beta-arrestin-1: KOR antagonists, beta-arrestin recruitment, cell-based, luminescence, uHTS (AID 1778); one-dose inhibition, % at 10 µM; IC50 in µM for titrated hits; 290,000 compounds, 0.091% hits; KOR beta-arrestin recruitment, luminescence, antagonist mode; higher % means a stronger effect; note: strong numbers were not always called active
KOR beta-arrestin-2: KOR agonists, beta-arrestin recruitment, primary screen, cell-based, luminescence, uHTS (AID 1777). 280,000 compounds, 0.02% hits. KOR beta-arrestin recruitment, luminescence; higher % means a stronger effect. activation, % at 10 µM; hits with a dose series show EC50 in µM; in the data active = activation above about 50%, passing the limit was not always enough; note: a part of the inactive calls stands beside numbers as strong as those of hits
Myeloid diff 2: myeloid differentiation induction | ER-HoxA9 myeloid progenitors, lysozyme-GFP differentiation, flow cytometry | calls only at 10 µM | 360,000 compounds, 1% hits | AID 624256;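 active = normalized GFP-positive differentiation at or above the plate's own cutoff, the solvent-only control mean plus 3 SD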;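 note: cells exposed to compound for four days before flow analysis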
GPR55 beta-arrestin: selective activators of receptor GPR55 – imaging, U2OS cells, beta-arrestin-GFP redistribution, primary screen (AID 1961); one-dose activation, % at 10 µM; EC50 in µM for titrated hits; 290,000 compounds, 0.048% hits; U2OS GPR55 beta-arrestin-GFP redistribution imaging; higher % means a stronger effect;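 active = activation above 40% with more than 50 cells counted in the well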;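 note: U2OS osteosarcoma cells stably expressing GPR55 and beta-arrestin-GFP; plate controls were DMSO negative control for no effect and LPI positive control for full effect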
GPR55 LPI antagonism: inhibition of LPI-stimulated GPR55 beta-arrestin translocation – imaging, U2OS, beta-arrestin-GFP, LPI agonist, primary screen (AID 2013). U2OS GPR55 beta-arrestin-GFP translocation imaging, LPI antagonism; higher % means a stronger effect. one-dose inhibition, % at 10 µM; IC50 in µM for titrated hits. 290,000 compounds, 0.13% hits;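 active = spots per cell inhibited over 60%, with over 100 cells counted and total cytoplasm intensity under 500,000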;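 note: U2OS cells stably carrying GPR55 and arrestin-GFP stimulated by 5 µM LPI near EC80; imaged beta-arrestin-GFP aggregate spots per cell after agonist stimulation; plate controls were LPI-stimulated DMSO wells for no effect and DMSO wells without LPI for full effect; some results filed as inactive read as strong as hits; confirmed hits need IC50 under 10 µM and bright autofluorescent wells are also inconclusive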
NOD1 NF-kB reporter: NOD1 signaling inhibitors, primary screen, cell-based, luminescence, uHTS (AID 1578). NOD1-driven NF-kB luciferase reporter cells, luminescence; higher % means a stronger effect. inhibition, % at 4 µM, or EC50 in µM where a hit was titrated. 290,000 compounds, 1% hits; in the data active = inhibition mostly above about 36%, no sharp cut-off; inactive = mostly below about 34%;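 note: HEK-293T reporter cells stimulated with the NOD1 agonist gamma-tri-DAP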
HEK293 NOD2/NF-kB: NOD2 signaling inhibitors, cell-based, luminescence, uHTS, HEK293 (AID 1566); 290,000 compounds, 0.63% hits; inhibition, % at 4 µM; hits with a dose series show EC50 in µM; HEK293 NOD2/NF-kB luciferase reporter, luminescence; higher % means a stronger effect; note: many of its hits are not listed in these tables
HIV fusion peptide: inhibitors of HIV fusion peptide binding, primary screen, biochemical, uHTS, fluorescence dequenching (AID 1986); inhibition, % at 20 µM, or IC50 in µM where a hit was titrated; 290,000 compounds, 0.3% hits; cell-free peptide binding, fluorescence dequenching, 30 min; higher % means a stronger effect; in the data active = inhibition mostly above about 52%, no sharp cut-off; inactive = mostly below about 76%; note: some results filed as inactive read as strong as hits
GPR35 antagonists: GPR35 antagonists blocking zaprinast-driven arrestin recruitment, primary screen, imaging, U2OS, beta-arrestin-GFP, zaprinast agonist (AID 2058); U2OS GPR35 beta-arrestin-GFP translocation imaging, zaprinast antagonism; higher % means a stronger effect; inhibition, % at 10 µM, or IC50 in µM where a hit was titrated; 290,000 compounds, 0.052% hits;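 active = inhibition of at least 50% with at least 30 cells and total cytoplasm GFP at most 10,000,000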
Myeloid diff 2 GFP+ MAC1+ %: second read-out of Myeloid diff 2, no call of its own (marks repeat the call); GFP+ MAC1+ double positive, %; measured here: differentiation confirmed by MAC1 staining
An asterisk follows results filed as active; i = inactive; . = not tested or not shown; + = active, no number; [ ] = remark or other dose. Cut-off read from the data, not from the text of the source, unless noted: active = inhibition above about 50%; inactive = the rest.

Results follow in this order: KOR beta-arrestin-1, KOR beta-arrestin-2, Myeloid diff 2, Myeloid diff 2 GFP+ MAC1+ %, GPR55 beta-arrestin, GPR55 LPI antagonism, NOD1 NF-kB reporter, HEK293 NOD2/NF-kB, HIV fusion peptide, GPR35 antagonists
C#CCn1c(-c2ccccc2)ccc(C#N)c1=O
 : -84%[20 µM], 4.2%, i, 0.3, -0.1%, -4%, 44%, -22%, -0.7%, -8%
COC(=O)CNC(=O)c1cn(-c2ccc(C)c(C)c2)c(=O)c2ccccc12
 : 48%, -17%, i, 0.8, 0.4%, 2%, 0%, 14%, -1.1%, 10%
Cc1ccc(C(=O)Oc2oc(-c3ccccc3)nc2C=Nc2ccc(N(C)C)cc2)cc1
 : -8%, 6.0%, i, 0.5, 0.1%, -10%, 25%, -83%, 3.6%, -3%
CCN1C(=O)/C(=C/C=C2/Sc3ccc4ccccc4c3N2CCO)SC1=S
 : -2%, 0.8%, +, 14*, -0.3%, 7%, -65%, 7%, 42%, .
O=C(N1CCOCC1)C12CCC3CC(CC(C3)C1)C2
 : 6%, 4.5%, i, 1.9, 0.0%, 4%, -14%, 2%, -0.7%, 15%
N#Cc1cnc(N)c(Br)c1
 : -16%, -0.8%, i, 0.5, -0.2%, -3%, -15%, 24%, -1.1%, 1%
Cc1ccc(Cn2ccc(NC(=O)c3cc4nc(-c5ccco5)cc(C(F)(F)F)n4n3)n2)cc1
 : -16%, -1.3%, i, 0.9, -0.1%, 14%, -28%, 10%, 3.8%, 2%
CC(=O)N1CCN(Cc2nc(C(c3ccccc3)c3ccccc3)no2)CC1
 : -3%, -4.5%, i, 0.5, 0.2%, 7%, -39%, 6%, 0.9%, -5%
CCC(C)(C(=O)NC1CCCCC1)N(CC1CCCO1)C(=O)c1ccccn1 (centres undefined)
 : 36%, 26%, i, 0.3, -0.3%, 2%, -6%, -3%, -1.7%, 10%
O=C(Cn1nc(-c2ccccc2)ccc1=O)NCCN1CCN(c2cccc(Cl)c2)CC1
 : -9%, 1.0%, i, 1.4, -0.1%, 11%, 12%, -1%, 5.9%, -15%
CCCCn1c(=S)[nH]c2ccccc2c1=O
 : ., 8.4%, i, 0.0, 0.2%, 5%, -8%, 6%, 0.7%, -30%
COc1ccccc1Nc1nc(-c2cccs2)cs1
 : -7%, 2.5%, i, 1.9, -0.2%, 0%, -30%, -4%, -1.0%, -16%
COc1cc(-c2nc3cnccn3c2Nc2ccc3c(c2)OCCO3)ccc1O
 : -2%, -1.8%, i, 0.9, 0.8%, -3%, -26%, -32%, -2.5%, 0%
Cc1ccc(S(=O)(=O)NCC(=O)OCC(=O)NC(=O)NC2CCCC2)cc1
 : 14%, -3.1%, i, 0.2, -0.4%, 3%, -9%, 8%, -0.7%, 9%
CCCCCc1ccc(-c2cn(CCCOCc3ccccc3)nn2)cc1
 : -21%[20 µM], -4.0%, i, 3.5, -0.1%, 9%, -3%, -6%, -1.5%, 2%
Cc1ccc(CNC(=O)NC2CCCCC2)cc1
 : -25%, 2.7%, i, 0.3, -0.1%, -5%, -40%, -26%, 2.9%, 14%
COC(=O)c1ccccc1NC(=O)c1cccnc1
 : -32%[20 µM], ., i, 0.4, 0.0%, -5%, -4%, 14%, -1.4%, 8%
COc1cc2cc(CN(CCCN3CCOCC3)C(=O)Nc3ccccc3F)c(=O)[nH]c2cc1OC
 : -24%, -2.3%, i, 0.2, 0.1%, -1%, -19%, -9%, 2.4%, 6%
O=C(CSc1nnnn1-c1ccccc1)Nc1ncc(Cc2ccccc2Cl)s1
 : -39%, -2.2%, i, 0.2, -0.1%, -7%, 34%, 0%, -0.7%, 5%
CCOc1ccc(-c2nc(CSc3nnc(C)s3)cs2)cc1OC
 : -49%, 5.0%, i, 1.0, 0.6%, 1%, -7%, -31%, -0.2%, -6%
Cc1c(NC(=O)CN(c2ccccc2)S(=O)(=O)c2ccc(F)cc2)c(=O)n(-c2ccccc2)n1C
 : -7%, 4.5%, i, 1.9, -0.1%, 6%, -41%, -2%, 1.7%, 12%
O=C1OC2(CCCCC2)OC(=O)C1=CNc1nc2ccccc2s1
 : -34%, -2.5%, i, 1.4, -0.1%, -1%, 3%, 6%, -0.9%, -6%
O=C(CN1C(=O)c2ccccc2C1=O)NCC1COc2ccccc2O1 (centres undefined)
 : 1%, -0.9%, i, 0.3, -0.1%, 8%, -21%, 5%, 3.5%, -11%
CCc1cc(=O)oc2cc(OCc3ccc(C(=O)O)o3)ccc12
 : -12%, 1.2%, +, 16*, 0.0%, -3%, -1%, -2%, -0.3%, -1%
O=C(N/N=C/c1ccc(-c2cccc([N+](=O)[O-])c2)o1)c1ccc([N+](=O)[O-])cc1
 : 14%, -5.4%, i, 0.0, -0.2%, 9%, -21%, 19%, -1.6%, -6%
O=S1(=O)CCN2C(c3ccco3)=CSC2=N1
 : 11%, 0.9%, i, 1.4, 0.3%, 17%, -4%, 20%, 0.4%, 20%
COC(=O)c1sc(N2C(=O)C(=O)/C(=C(/O)c3ccccc3)C2c2ccco2)nc1C (centres undefined)
 : -28%, 0.6%, i, 0.2, -0.2%, 3%, -19%, 8%, 23%, 9%
NC(=S)N/N=C/c1ccc(OC(=O)c2cccnc2)cc1
 : -12%, -3.4%, i, 0.8, -0.1%, 8%, -22%, -17%, -1.0%, 0%
CSc1nc(N)cc(=O)[nH]1
 : 10%, -0.3%, i, 0.7, 0.0%, 6%, 0%, 6%, 1.4%, -7%
COc1cccc(NC(=O)C2CCCN2C(=O)Nc2ccccc2F)c1 (centres undefined)
 : -22%, -1.3%, i, 7.6, 0.2%, 12%, 1%, -37%, -1.0%, 0%
CCc1nnc(NC(=O)CSc2nnc(C(C)NC(=O)c3ccccc3F)n2C)s1 (centres undefined)
 : 16%, 1.2%, i, 3.9, 1.1%, 2%, -50%, -9%, 0.8%, -14%
Cn1c(=O)[nH]c(=O)c2c1ncn2CCN1CCOCC1
 : ., ., i, 0.4, -0.1%, -1%, -11%, 3%, -0.6%, -4%
COc1ccccc1NC(=O)Cc1ccc(-c2ccccc2)cc1
 : -13%, -0.2%, i, 1.0, 0.1%, 11%, -9%, 2%, 2.2%, -4%
O=C(NCc1ccccc1)C(c1ccc(F)cc1)N(C(=O)c1csnn1)c1ccccc1 (centres undefined)
 : -17%, 39%, i, 0.8, 0.2%, 5%, 38%, -10%, -0.7%, -5%
CCCn1ncc(/C=N/O)c1C
 : -8%, -0.9%, i, 0.4, -0.3%, -1%, 12%, 26%, 0.9%, 52%
C/C(=N\NC(=O)c1ccccc1[N+](=O)[O-])c1ccc(Br)s1
 : 18%[20 µM], -3.4%, i, 0.3, -0.1%, 7%, -18%, 10%, -1.6%, -2%
CCc1ccc(C(=O)NNC(=O)c2ccc(=O)n(C)n2)cc1
 : -13%, -2.6%, i, 0.0, 0.0%, -3%, -42%, 12%, -0.1%, -2%
O=C1CC(c2cccc(Cl)c2)CC(O)=C1C=NC1CCCC1 (centres undefined)
 : 1%, -0.2%, i, 0.7, 0.1%, 6%, -18%, 0%, 1.2%, 0%
CCOC(=O)C1CCCN(c2ncnc3c2cnn3-c2cccc(C)c2)C1 (centres undefined)
 : -30%, 1.4%, i, 6.6, 0.6%, 6%, ., -16%, -1.2%, 2%
CCn1cc([N+](=O)[O-])c(C(=O)Nc2c(C)nn(Cc3c(F)c(F)c(F)c(F)c3F)c2C)n1
 : -20%, -5.4%, i, 1.1, 0.0%, -1%, -4%, -10%, -0.9%, 10%
O=C(Nc1ccc(N2CCOCC2)cc1)C1(S(=O)(=O)c2ccccc2)CC1
 : 30%, -7.2%, i, 0.4, -0.1%, 4%, -26%, -12%, -1.1%, 14%
CCn1cnc2cc(NCc3nc4ccccc4n3C)ccc21
 : 18%, -0.2%, i, 6.9, 0.0%, 5%, -18%, -120%, -0.7%, 2%
COC(=O)[C@H](C)NC(=O)N1CCC(Cc2ccccc2)CC1
 : 37%, 37%, i, 0.5, -0.1%, -4%, -10%, 0%, -1.4%, -4%
Cc1occc1C(=O)N/N=C/c1ccc[nH]1
 : 14%, 1.3%, i, 0.5, -0.1%, -1%, -43%, -10%, 1.4%, -3%
O=c1c2sccc2n(Cc2cccc(F)c2)c(=O)n1-c1ccc(F)cc1
 : 6%, -2.0%, i, 0.8, -0.2%, -4%, -18%, 0%, -1.9%, -4%
CC1CC(C)(C)NC(=S)N1CCCC(=O)Nc1ccc(Cl)cc1 (centres undefined)
 : 20%, -0.2%, i, 0.3, 0.4%, -4%, -22%, -20%, -1.2%, -14%
Cc1ccc(NC(=O)CCNS(=O)(=O)c2ccc(Br)s2)cc1
 : -15%, 5.3%, i, 0.4, -0.2%, -2%, 4%, -13%, 0.1%, 8%
COC(=O)c1sc(NC(=O)CSc2n[nH]c(N)n2)c(C(=O)OC)c1C
 : -13%, 0.3%, i, 0.4, -0.2%, 15%, -29%, 14%, 0.8%, 13%
Oc1ccc(Br)cc1/C=N/n1c(-c2ccccc2)n[nH]c1=S
 : -19%, -0.4%, i, 0.7, -0.2%, 3%, -34%, -9%, 6.0%, -4%
O=C(Nc1cccc(-c2cccc(Cl)c2)c1)C1CCN(Cc2ccccn2)CC1
 : -11%, 1.5%, i, 1.1, -0.1%, 12%, 0%, 31%, 0.1%, -6%
CC1CCCN(C(=O)Nc2cccc(NC(=O)N3CCCC(C)C3C)c2)C1C (centres undefined)
 : -20%, 1.0%, i, 0.3, 0.3%, 0%, -1%, 3%, 1.2%, 0%
O=[N+]([O-])c1ccc(N=Nc2c(O)[nH]c3ccc(F)cc23)cc1
 : -3%, -4.1%, i, 0.5, -0.1%, 1%, -6%, -10%, 6.3%, 4%
COC(=O)Cc1c(C)c2ccc(OC3CCCCC3=O)c(C)c2oc1=O (centres undefined)
 : -3%, -6.1%, i, 0.6, -0.1%, 0%, -9%, 27%, 1.3%, 4%
O=C(CCS(=O)(=O)Cc1ccccc1)N1CCN(c2ccc([N+](=O)[O-])cc2)CC1
 : -12%, -6.3%, i, 0.2, -0.2%, -3%, -22%, 16%, -2.5%, 4%
COc1cc(C)c(-c2[nH]ncc2-c2csc(C)n2)c(O)c1
 : -40%, 1.5%, i, 0.4, -0.2%, 3%, -26%, -1%, 1.3%, 4%
COC(=O)c1c(NC(=S)NNS(=O)(=O)c2ccc(OC)cc2OC)sc2c1CCCCCC2
 : -9%, -2.3%, i, 1.0, -0.1%, -5%, -15%, 8%, 8.6%, 5%
CC(C)CC(=O)NC(NC(=O)CC(C)C)c1cccc([N+](=O)[O-])c1
 : 4%, -3.3%, i, 0.1, -0.1%, -9%, -26%, 10%, -0.1%, -1%

An excerpt; the hit share may differ from the screen's.
